Assay outcomes deposited in PubChem by Sanford-Burnham Center for Chemical Genomics.
MPTP inh – mitochondrial permeability transition pore inhibitors, primary screen, biochemical, isolated mouse mitochondria, absorbance; 1.4% of 360,000 active; inhibition, % at 10 µM; Ca2+ swelling absorbance, 30 min;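 active = inhibition of 50% or more, scaled per plate between neutral and stimulator controls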;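 also: 0% = DMSO wells given calcium and 100% = 1 mM EGTA wells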
APOBEC3A inh – APOBEC3A ssDNA deaminase inhibitors, primary screen, selectivity assay for APOBEC3G inhibitor project, biochemical, FAM/TAMRA oligo cleavage fluorescence | DNA dC->dU-editing enzyme APOBEC-3A (Homo sapiens), P31941 | recombinant A3A, FAM/TAMRA ssDNA deamination fluorescence | inhibition, % at 20 µM | 0.41% of 330,000 active;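 active = at least 40% inhibition at 20 µM here, with at most 30% in a related deaminase screen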;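 also: plate controls were A3A with DMSO for no effect and wells lacking A3A enzyme for full effect; some results filed as inactive read as strong as hits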
MIN6 prolif – inducers of MIN6 beta-cell proliferation, primary screen, ATP luminescence, uHTS | MIN6 cells proliferation, ATPlite luminescence, 48 h; cells starved in 0.2% serum; 100% = growth in 10% serum | 0.29% of 330,000 active | AID 2380, 2010 | proliferation, % at 10 µM;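 active = compounds whose signal lies at least 3.5 SD above the mean of all wells on their plate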;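 also: 0% = DMSO-treated cells in low-serum medium and 100% = 10% serum control; some compounds called inactive have numbers as strong as hits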
hIAP act – human IAP activators, primary screen, biochemical, luminescence, uHTS. Intestinal-type alkaline phosphatase (Homo sapiens), P09923. purified human IAP, CDP-Star luminescence, 30 min; hits give high values; 1 = vehicle-only enzyme, 0 = enzyme-free background. activation factor at 10 µM. 0.16% of 330,000 active;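 active = activation factor of the enzyme at least 2-fold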; also: the source names both 10 and 20 µM as test concentration; values of inactives mirror those of a sister screen read the other way
Target sequence (P09923 whole entry, looked up): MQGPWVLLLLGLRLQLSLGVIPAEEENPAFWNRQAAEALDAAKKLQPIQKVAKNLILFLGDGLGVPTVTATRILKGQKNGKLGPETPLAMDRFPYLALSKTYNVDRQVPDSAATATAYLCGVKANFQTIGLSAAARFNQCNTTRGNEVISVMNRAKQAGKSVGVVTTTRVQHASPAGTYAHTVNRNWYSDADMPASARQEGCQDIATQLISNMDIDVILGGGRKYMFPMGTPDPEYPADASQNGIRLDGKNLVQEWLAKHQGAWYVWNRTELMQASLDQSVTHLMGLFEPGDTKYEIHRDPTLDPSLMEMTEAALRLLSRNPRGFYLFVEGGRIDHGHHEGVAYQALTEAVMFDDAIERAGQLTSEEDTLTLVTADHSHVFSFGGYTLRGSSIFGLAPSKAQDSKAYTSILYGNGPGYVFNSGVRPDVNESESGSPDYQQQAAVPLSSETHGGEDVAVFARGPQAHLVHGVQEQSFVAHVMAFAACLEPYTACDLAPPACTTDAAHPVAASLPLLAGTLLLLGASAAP
GRIN3A LBD mod – binders of NR3A ligand-binding domain, primary screen, biophysical, differential scanning fluorimetry, uHTS; Glutamate receptor ionotropic, NMDA 3A (GRIN3A) ligand-binding domain; NR3A LBD differential scanning fluorimetry, Tm shift; 0% = protein alone, 100% = glycine-bound protein; Tm shift relative to glycine control, % at 25 µM; 2.5% of 340,000 active;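 active = melting temperature shift of at least 10% of the positive control shift, at one fixed dose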
hIAP block – human IAP inhibitors, primary screen, biochemical, luminescence, uHTS. Intestinal-type alkaline phosphatase (Homo sapiens), P09923. inhibition, % at 10 µM. purified IAP, CDP-Star luminescence, 30 min. 0.12% of 330,000 active;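 active = inhibition reaching a set limit with compound at 10 µM in the primary screen, cut at about 35% in these data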;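 also: plate controls were DMSO wells with enzyme for no effect and no-enzyme buffer wells for full effect; values of inactives mirror those of a sister screen read the other way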
mIAP inh – inhibitors of mouse IAP, primary screen, biochemical, luminescence, uHTS; intestinal alkaline phosphatase [Mus musculus]; purified mouse IAP, CDP-Star luminescence, 30 min; inhibition, % at 10 µM; 0.2% of 330,000 active; AID 2806, 2010;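 active = inhibition of at least 40% at 10 µM in the primary screen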;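 also: plate controls were DMSO with enzyme for no effect and no enzyme wells for full effect; values of inactives mirror those of a sister screen read the other way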
A3G deaminase – APOBEC3G DNA deaminase inhibitors, primary screen, biochemical, fluorescence, single-stranded DNA substrate, uHTS | DNA dC->dU-editing enzyme APOBEC-3G (Homo sapiens), Q9HC16 | recombinant A3G, ssDNA deamination FAM/TAMRA fluorescence | inhibition, % at 20 µM | 0.28% of 330,000 active;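 active = inhibition of at least 40% at 20 µM, with no more than 30% in the related APOBEC3A deaminase screen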;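 also: plate controls were DMSO wells with A3G for no effect and wells lacking A3G enzyme for full effect; some compounds called inactive have numbers as strong as hits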
Target sequence (Q9HC16 whole entry, looked up): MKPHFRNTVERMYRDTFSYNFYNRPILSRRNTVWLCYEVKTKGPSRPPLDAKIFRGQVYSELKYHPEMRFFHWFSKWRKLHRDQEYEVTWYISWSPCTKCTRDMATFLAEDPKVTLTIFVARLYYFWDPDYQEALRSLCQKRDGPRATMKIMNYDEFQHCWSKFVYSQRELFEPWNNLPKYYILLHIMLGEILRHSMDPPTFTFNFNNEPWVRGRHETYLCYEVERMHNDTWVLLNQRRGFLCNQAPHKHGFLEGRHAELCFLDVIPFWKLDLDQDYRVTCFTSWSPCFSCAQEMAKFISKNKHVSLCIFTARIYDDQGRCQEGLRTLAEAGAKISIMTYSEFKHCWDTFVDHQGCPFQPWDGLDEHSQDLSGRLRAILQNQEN
mIAP act – activators of mouse IAP, primary screen, biochemical, luminescence, uHTS. intestinal alkaline phosphatase [Mus musculus]. muIAP, CDP-Star luminescence, 30 min; hits give high values; 1 = vehicle-only enzyme signal, 0 = enzyme-free wells. activation factor at 10 µM. 0.24% of 330,000 active. AID 2805, 2010;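 active = activation factor of at least 2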; also: the source names both 10 and 20 µM as test concentration; values of inactives mirror those of a sister screen read the other way
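System: Mouse IAP enzyme | Also added: CDP-Star substrate | Dosing: Compounds dispensed in DMSO | Schedule: 30 min enzyme-substrate-compound incubation at room temperature | Technique: Chemiluminescence readout | Control set: DMSO-only wells and no-enzyme negative control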
* hit, by the source's call; . = not tested or not shown.

SMILES | MPTP inh | APOBEC3A inh | MIN6 prolif | hIAP act | GRIN3A LBD mod | hIAP block | mIAP inh | A3G deaminase | mIAP act
O=C(COC(=O)C1CCN(C(=O)c2ccc(Cl)cc2)CC1)NC1CCS(=O)(=O)C1 (stereo unspecified) | 0.2 | 5 | 4 | 1.1 | -1 | -10 | 1 | 12 | 0.99
COc1cccc(/C=C2\CCC(C3CCCC3)C2=O)c1OC (stereo unspecified) | -1.1 | -3 | -4 | 1.1 | -1 | -9 | 10 | -6 | 0.9
CC(C)(C)Cc1nnc(NC(=O)CCC2CCCCC2)s1 | 0.3 | -3 | 4 | 0.84 | 0 | 16 | 1 | -2 | 0.99
O=C(NCc1cccc(C(F)(F)F)c1)c1cccc(S(=O)(=O)NCc2ccccc2)c1 | 60* | 2 | -2 | 0.77 | -1 | 23 | 9 | -4 | 0.91
CN(CC(=O)Nc1ccccc1Cl)C(=O)Cn1nnc(-c2ccc(F)cc2)n1 | -0.9 | 1 | 2 | 0.99 | 0 | 1 | 0 | -2 | 1
COc1ccc(NC(=O)c2ccccc2NC(=O)CSc2ccccc2)cc1 | 0.4 | -7 | 0 | 1.2 | 0 | -19 | -4 | -4 | 1
Cc1ccccc1Cn1nc(C)c(NC(=O)c2cc3n(n2)C(C(F)F)CC(C(F)F)N3)c1C (stereo unspecified) | 0.7 | -3 | -1 | 0.82 | -2 | 18 | -8 | -4 | 1.1
CC1Cc2ccccc2N1C(=O)COC(=O)c1n[nH]c(=O)c2ccccc12 (stereo unspecified) | -0.7 | 1 | -2 | 1 | 0 | -3 | 0 | -3 | 1
O=C(NCCC(=O)N1O[C@@H]2C=C[C@H]1C2)OCC1c2ccccc2-c2ccccc21 | -0.8 | -2 | . | . | -2 | . | 5 | 0 | 0.95
COC(=O)C1=C(C)Nc2[nH]c(=S)[nH]c(=O)c2C1c1ccc(O)cc1 (stereo unspecified) | 2.0 | -15 | -1 | 1.1 | 1 | -12 | -9 | -13 | 1.1
COc1ccc(C2CC(=O)Oc3cc(C)c(Cl)cc32)cc1 (stereo unspecified) | -0.2 | 2 | . | . | -4 | . | 1 | 6 | 0.99
CC1(c2nnc(-c3ccc(Cl)cc3)o2)CC(c2ccncc2)=NO1 (stereo unspecified) | 0.3 | -4 | -1 | 1 | 5 | -3 | -12 | -8 | 1.1
COc1ccc(OC)c([C@@H]2OCCC=C[C@H]2C)c1 | -0.9 | 1 | 1 | 0.94 | -1 | 6 | 0 | -2 | 1
CC(=O)Nc1cccc(C(=O)NCC2(N3CCCCC3)CCCCC2)c1 | 1.2 | 31 | -3 | 1 | -1 | -1 | 2 | 32 | 0.98
COc1cccc(/C=C2/Sc3ccc(C(=O)NCCN4CCCCCC4)cc3NC2=O)c1 | 95* | 0 | -8 | 1.2 | -7 | -23 | 10 | -1 | 0.9
CCC(C)(C)NC(=O)C(c1cccc(OC)c1OC)N(CC(C)C)C(=O)CCC(=O)Nc1cc(C)on1 (stereo unspecified) | -0.2 | -1 | 3 | 1.1 | -2 | -7 | 6 | -5 | 0.94
CN(NC(=O)c1ccccc1)C1=NS(=O)(=O)c2ccccc21 | -1.5 | 1 | -2 | 0.95 | -2 | 5 | 5 | -5 | 0.95
NC(=O)N/N=C/CCc1ccccc1 | 1.2 | 3 | -1 | 0.84 | 0 | 16 | 0 | 26 | 1
CCOc1ccc(N/N=C(/C#N)C(N)=O)cc1 | 0.8 | 2 | 0 | 0.92 | -5 | 8 | 10 | -2 | 0.91
COc1ccc(Cc2noc(CN3CCN(Cc4csc(C)n4)CC3)n2)cc1OC | -2.1 | 2 | -3 | 1 | -1 | -2 | 6 | -4 | 0.94
CCS(=O)(=O)Nc1ccc(C2=NN(C(=O)c3ccco3)C(c3ccco3)C2)cc1 (stereo unspecified) | -1.8 | -4 | 0 | 1 | 1 | -4 | -1 | -1 | 1
Cc1nn(-c2ccc(Cl)cc2)c2[nH]c(=O)c(CNCc3ccc4c(c3)OCO4)cc12 | 1.3 | -4 | -1 | 1 | 1 | -2 | 8 | -5 | 0.93
Nc1cc(Cl)ccc1C(=O)OCC(=O)NC(=O)NCc1ccccc1 | 2.4 | -1 | -2 | 0.9 | -3 | 10 | 0 | -7 | 1
CC1CCN(C2CCN(S(=O)(=O)c3ccc(C(F)(F)F)cc3)CC2)CC1 | 0.4 | -2 | -2 | 0.97 | -2 | 3 | -3 | -4 | 1
O=C(Nc1nc2ccccc2n1CCOc1ccccc1)c1ccco1 | 2.2 | -3 | -3 | 1.1 | -4 | -5 | 2 | -9 | 0.98
O=C(O)/C=C\C(=O)Nc1ccccc1C#Cc1ccccc1 | -1.8 | -5 | -4 | 1 | 8 | 0 | 15 | -6 | 0.85
CC(C)c1ccc(-c2nnc(N)s2)cc1 | 0.7 | 6 | 0 | 0.93 | -8 | 7 | 9 | -4 | 0.91
NC(=O)c1ccccc1OCc1nc2ccccc2s1 | -1.8 | -2 | -2 | 0.88 | 0 | 12 | 0 | -5 | 1
CS(=O)(=O)c1ccc2nc(NC(=O)CN3CCN(Cc4ccccc4)CC3)sc2c1 | 0.0 | -6 | 2 | 1.2 | 1 | -25 | -18 | -4 | 1.2
Cc1ccc(S(=O)(=O)NC(=O)N2CCCC(C)(C)C2)cc1 | 0.5 | 2 | -3 | 0.79 | -1 | 21 | 5 | 6 | 0.95
CCCSc1ccc2nc(NC(=O)OC)[nH]c2c1 | 2.6 | -3 | -6 | 1.5 | 0 | -46 | -10 | -8 | 1.1
CCCn1c(N)c(C(=O)CN(C)CC(=O)Nc2c(Cl)cccc2Cl)c(=O)[nH]c1=O | -1.2 | 0 | -1 | 1.8 | 1 | -76 | -20 | -8 | 1.2
CCSc1ncnc2c1sc1nc(-c3ccco3)c3c(c12)CC(C)(C)OC3 | . | 4 | -1 | 0.85 | . | 15 | 8 | 8 | 0.93
O=C1NC(Cc2c[nH]c3ccccc23)C(=O)N1CCOc1ccc(F)cc1 (stereo unspecified) | 0.5 | 2 | -3 | 0.93 | 6 | 7 | -4 | 0 | 1
O=C(Cc1ccc(Cl)cc1)NNC(=S)NC(=O)c1cccs1 | -0.7 | -2 | -2 | 1.3 | -1 | -30 | 14 | -2 | 0.86
O=C(Nc1ccccc1)c1ccc(=O)n(Cc2cccc(Cl)c2)c1 | -1.1 | -4 | -2 | 0.95 | -5 | 5 | 4 | -8 | 0.96
CCOC(=O)Oc1ccc(/C=C2\N=C(C)OC2=O)cc1 | 0.2 | -5 | -2 | 1.1 | 1 | -7 | -4 | -7 | 1
COc1ccc(C(CNC(=O)COc2ccccc2C)N2CCCCC2)cc1 (stereo unspecified) | -0.1 | -2 | -2 | 0.91 | -3 | 10 | -12 | -9 | 1.1
COc1ccc(-n2c(Cc3cccn3C)nnc2SCC(N)=O)cc1 | -1.0 | -2 | -2 | 0.87 | 0 | 13 | 3 | -6 | 0.97
COc1ccc(-c2c3c(=O)n(C)c(=O)n(C)c3cn2-c2ccc(O)cc2)cc1 | 1.6 | 3 | 0 | 0.93 | 0 | 7 | -10 | 0 | 1.1
C=CCn1c(N)cc(=O)nc1SCC(=O)Nc1ccc2ccccc2c1 | 2.5 | -15 | -2 | 1.1 | 0 | -8 | 4 | -8 | 0.96
Fc1cccc(NC(=S)NCCCN2CCOCC2)c1 | -4.9 | -5 | -2 | 1.3 | 6 | -26 | -4 | -5 | 1
COc1ccc(OC)c(N(CC(=O)N2CCc3ccccc3C2)S(C)(=O)=O)c1 | 0.1 | 4 | 0 | 1.1 | 0 | -14 | -3 | 5 | 1
COc1ccc(/C=C/C(=O)Nc2ccccc2Cl)cc1S(=O)(=O)N1CCOCC1 | 0.4 | 1 | -1 | 1.2 | -2 | -20 | 0 | -2 | 1
c1cc2c(cc1CN1CCN(C3CCCCCC3)CC1)OCO2 | -1.3 | -1 | -1 | 0.97 | 2 | 3 | -2 | -6 | 1
O=Cc1ccc(N2N=C(c3ccccc3)CC2c2ccccc2)cc1 (stereo unspecified) | 1.1 | 1 | -7 | 0.89 | 2 | 11 | -22 | -3 | 1.2
O=C(Cn1cnc2ccccc2c1=O)NCC1COc2ccccc2O1 (stereo unspecified) | -0.6 | -1 | -5 | 0.88 | 0 | 12 | 1 | -4 | 0.99
Cc1ccc(C(c2sc3nc(C)nn3c2O)N2CCN(c3ccccc3F)CC2)cc1 (stereo unspecified) | -2.1 | -9 | 1 | 1.3 | 0 | -29 | 5 | -8 | 0.95
OCC1(Cc2cccc(C(F)(F)F)c2)CCN(Cc2cc(F)cc(F)c2)CC1 | 2.0 | 3 | -5 | 0.86 | -5 | 14 | -7 | 18 | 1.1
CCc1cc2c(=O)c(-c3ccc4c(c3)OCCO4)coc2cc1OS(C)(=O)=O | 3.3 | 4 | -3 | 0.84 | -2 | 16 | 12 | -1 | 0.88
Additional records.
SMILES | MPTP inh | APOBEC3A inh | MIN6 prolif | hIAP act | GRIN3A LBD mod | hIAP block | mIAP inh | A3G deaminase | mIAP act
Cc1cccc(C)c1Nc1nnc(SCC(=O)Nc2cc(S(=O)(=O)N3CCCCC3)ccc2Cl)s1 | -0.4 | -4 | 0 | 0.96 | -1 | 4 | -1 | -9 | 1
C=CCNCCCCOc1ccc(C)cc1[N+](=O)[O-] | 3.0 | 2 | -1 | 1.1 | 0 | -14 | 4 | 2 | 0.96
COC(=O)c1c(NC(=O)/C=C/C(=O)O)sc(Cc2ccccc2)c1C | 3.2 | 15 | -3 | 1.2 | 4 | -20 | 9 | 0 | 0.91
CN1/C(=C\C(=O)Nc2ccc(F)cc2)C(C)(C)c2ccccc21 | 7.2 | 6 | 0 | 0.95 | -6 | 4 | -8 | 0 | 1.1
COc1ccc(NC(=O)COc2cccc3c2CCNC3=O)cc1 | -1.4 | -3 | -3 | 0.99 | 0 | 0 | 9 | -4 | 0.91
C[C@@H](NC(=O)[C@@H]1Cc2ccccc2CN1C(=O)OC(C)(C)C)C(=O)NCc1ccco1 | -0.4 | -6 | -1 | 1 | 0 | 0 | 3 | -9 | 0.97
CC(C)(C)Sc1ccc2nc3c(n2c1)CCCC3 | 2.9 | 0 | -2 | 1.1 | -3 | -12 | 3 | -2 | 0.97
COC(=O)C1=C(C)N(Cc2ccc(C)cc2)C(=O)/C1=C\c1cc(OC)c(OC)c(OC)c1 | 2.6 | -3 | -4 | 0.84 | -1 | 16 | 10 | -5 | 0.9

Compounds were not picked by outcome. About 5% of those tested had a hit in this group.
